CBFb RUNX1 block: CBF-beta/RUNX1 interaction disruption; AlphaScreen CBFb-His/RUNX1-biotin binding, biochemical; Potency, µM (highest dose often 59.8 µM), without a hit: top-dose activity, negative = inhibition, hits mostly inhibitors; 230,000 tested, under 10 active; note: % of control where 0% means no effect
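Compounds were screened at multiple concentrations against a preformed CBF-beta(His)/RUNX1(biotin) complex (30 nM of each) for 15 min at room temperature, followed by 90 min with nickel and streptavidin beads and AlphaScreen reading.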
Luc counter: Kinase-Glo luciferase inhibition (counter-screen); Q27757; Kinase-Glo luciferase, ATP luminescence, 8 min; Potency, µM (doses to about 38.3 µM), without a hit: top-dose activity change, negative = inhibition, actives largely listed as inhibitors; hit rate 0.28% among 200,000; AID 1379; note: potency is the fitted concentration of half-maximal effect; % is set by controls: 0 for no effect and ±100 for the full control effect; nearly all actives have a fitted effect of over 60% in size
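Compound is pinned into ATP-containing buffer (10 uM ATP, imidazole pH 7.2, 7 mM MgCl2). Kinase-Glo luciferase reagent is then added. Light output is recorded following an 8-min room-temperature incubation.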
GLA spleen mod: alpha-galactosidase A (human) modulation; P06280; human spleen homogenate, 4MU-alpha-Gal fluorescence, 40 min; Potency, µM (titrated, usually from 80 µM), for inactives: at the highest dose activity change, negative = inhibition, hits mostly inhibitors; hit rate 0.008% among 240,000;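 note: potency is the fitted concentration of half-maximal effect; 0% = enzyme with vehicle and -100% = no enzyme basal signal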
Target sequence (P06280 32-429 limits assumed): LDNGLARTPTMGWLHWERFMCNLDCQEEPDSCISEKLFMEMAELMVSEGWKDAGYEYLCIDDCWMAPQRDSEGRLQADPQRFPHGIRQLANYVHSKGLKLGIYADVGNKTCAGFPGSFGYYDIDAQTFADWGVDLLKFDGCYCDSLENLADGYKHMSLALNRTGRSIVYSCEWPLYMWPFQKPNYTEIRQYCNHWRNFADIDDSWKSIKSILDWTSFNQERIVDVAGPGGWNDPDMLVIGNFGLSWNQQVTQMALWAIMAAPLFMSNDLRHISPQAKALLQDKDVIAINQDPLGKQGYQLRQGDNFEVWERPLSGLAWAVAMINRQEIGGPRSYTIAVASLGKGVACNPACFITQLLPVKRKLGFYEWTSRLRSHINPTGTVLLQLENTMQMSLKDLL
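Fluorogenic readout (Ex 365/Em 440 nm) of 4-methylumbelliferone released from 1 mM 4-MU-alpha-galactoside by spleen homogenate, 40 min at 37C, pH 5.0. Data normalized to no-enzyme and enzyme controls; Hill-equation AC50 from compound titrations.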
Epigenetic derep: regulators of epigenetic silencing causing reporter derepression in mouse cells; murine LDR cells, GFP reporter derepression, 30 h; Potency, µM (titrated, usually from 53.9 µM), inactives show at the highest dose GFP activation, hits mostly activators; hit rate 0.2% among 280,000; note: potency is the fitted concentration of half-maximal effect; % of control where 0% means no effect; nearly all actives have a fitted effect of over 60% in size
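GFP-positive cell count by laser-scanning cytometry (objects 20–120 um) after 30 h, 37 C compound exposure of murine LDR cells; reporter is CMV-GFP integrated at a silenced locus, inducible by HDAC or DNMT inhibitors.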
NPSR antagonist: blocks cAMP signaling of the human neuropeptide S receptor; CHO-NPSR cells, cAMP TR-FRET, antagonist mode; AID 1461; hit rate 1% among 220,000; Potency, µM (doses to about 38.3 µM), inactives show top-dose activity change, negative = inhibition, hits mostly inhibitors; note: potency is the fitted concentration of half-maximal effect; % is set by controls: 0 for no effect and ±100 for the full control effect; nearly all actives have a fitted effect of over 50% in size; many of its hits are not listed in these tables
Target sequence (Q6W5P4 whole entry, looked up): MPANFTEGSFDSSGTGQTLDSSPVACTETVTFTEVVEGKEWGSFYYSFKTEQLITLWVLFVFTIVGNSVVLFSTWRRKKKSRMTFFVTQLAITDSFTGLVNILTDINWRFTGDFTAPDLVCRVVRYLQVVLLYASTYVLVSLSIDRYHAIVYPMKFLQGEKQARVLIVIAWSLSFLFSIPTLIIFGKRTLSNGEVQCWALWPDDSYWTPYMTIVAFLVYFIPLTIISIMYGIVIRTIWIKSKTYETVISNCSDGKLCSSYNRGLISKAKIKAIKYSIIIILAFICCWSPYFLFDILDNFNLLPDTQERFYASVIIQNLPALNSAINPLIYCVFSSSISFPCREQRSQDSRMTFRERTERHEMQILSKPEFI
Lamin A splicing: LMNA splicing modulation | HeLa LMNA splicing GFP/RFP minigene ratio, 48 h | AID 1487 | Potency, µM (series often up to 46.1 µM), without a hit: at the highest dose ratio change, negative = inhibition, usual class: inhibitors | hit rate 0.01% among 200,000; active = well fitted inhibition curve with a large enough effect in the signal ratio, with a control signal flat, not every such curve was filed as active; inconclusive = small, poorly fitted or top-dose-only effect, or effect the other way, or a change in a side signal; the % refers to the signal ratio; note: potency is the fitted concentration of half-maximal effect; % is set by controls: 0 for no effect and ±100 for the full control effect
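S3 HeLa cells stably expressing lamin A-EGFP splicing minigene plus DsRed2, 600 cells/well, 48 h compound exposure at 37C. Laser-scanning cytometry; analysed as GFP (500-530 nm)/RFP (575-640 nm) total intensity ratio; 0.5% DMSO vehicle.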
IMPase Li cell: cell-permeable IMPase inhibitors with lithium potentiation | Potency, µM (top dose mostly 59.4 µM), without a hit: top-dose activity, negative = IMPase inhibition, actives largely listed as inhibitors | CHO-M1 cells, IP1 TR-FRET (IP-One), carbachol + lithium | hit rate 0.35% among 210,000;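 note: IP1 builds up when IMPase is blocked and the TR-FRET signal falls; potency is the fitted concentration of half-maximal effect; plate controls were basal vehicle for no effect and high inhibitor control for full effect; nearly all actives have a fitted effect of over 50% in size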
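CHO cells stably expressing M1 receptor (2000/well) were cultured 16–30 h, then exposed to compounds with a small lithium addition for 30 min at 37C. IP1 was measured by TR-FRET competition; AC50 from Hill fits.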
An asterisk follows results filed as active; ? = inconclusive; nt = not tested or not shown; & = joins results of further samples; [ ] = remark or other dose. Unless noted, calls come from the whole dose curve; as a rule, active = well fitted curve in the direction sought with a large enough effect; inconclusive = small, poorly fitted or top-dose-only effect, or another doubt; inactive = no such curve, though single readings can be large; an effect the other way counts as inactive or inconclusive. These rows are one share of the data, so the mix of outcomes need not match the whole.

SMILES	CBFb RUNX1 block	Luc counter	GLA spleen mod	Epigenetic derep	NPSR antagonist	Lamin A splicing	IMPase Li cell
CC1=NN(C(=O)CCc2ccccc2)C(c2ccccc2)C1 (configuration not stated)	0%	2%	1%	-0.9%[10.1 µM]	4%	nt	13%
O=C(NNS(=O)(=O)c1ccc(F)cc1)C1CCN(Cc2cccc(F)c2)CC1	6%	-1%	-2%	2.5%	13%	nt	2%
O=C(N[C@H]1CCCc2ccccc21)O[C@@H]1C(=O)c2cc(Br)ccc2O[C@H]1c1ccc2c(c1)OCO2	4%	1%	19%	-1.1%	nt	nt	25%
Cc1ccc(OCC(=O)Nc2nnn(C)n2)c(C)c1	1%	0%	6%	-0.9%	-5%[46.1 µM]	-1%	15%[38.3 µM]
O=C(NCc1ccccn1)c1cn(-c2ccccc2)nc1-c1ccc(Cl)cc1	-3%	1%	-7%	0.0%	-18%[46.1 µM]	4%	3%
O=C(NCC1CCCO1)C(c1ccncc1)N(Cc1cccs1)C(=O)CN1C(=O)c2ccccc2S1(=O)=O (configuration not stated)	-2%	-4%	0%	-0.1%	-4%	nt	24%
CCOC(=O)c1c(-c2ccc(C)o2)csc1NC(=O)CSc1nncs1	?	-4%	2%	?	?	-17%	8%[38.3 µM]
O=C(CCCn1c(=O)c2sccc2n(CC(=O)NCc2ccco2)c1=O)NCc1ccco1	1%	2%	2%	0.0%	-1%[46.1 µM]	-4%	-2%
CCCC1S/C(=N/N=C/c2ccco2)NC1=O (configuration not stated)	-3%	0%	-3%	1.0%	11%	-3%	-4%
Cc1cc(C)n(-c2nncn2/N=C/c2ccccc2F)n1	5%	-2%	5%	-0.9%	1%[46.1 µM]	-3%	2%[38.3 µM]
CCOC(=O)/C(C#N)=C1/SC(CC)C(=O)N1c1ccc(Br)cc1 (configuration not stated)	-1%	-2%	-2%	-1.9%	-25%[46.1 µM]	15%	-3%[38.3 µM]
COc1ccc(C(=O)NCC(=O)OCC(=O)Nc2sccc2C#N)cc1OC	-8%	4%	6%	1.1%	12%	?	-1%
Cc1ccccc1NC1=NC(=S)N(c2ccccc2)C12CCOC(C)(C)C2 (configuration not stated)	-3%	-6%	-10%	11%	-18%[46.1 µM]	0%	-14%[38.3 µM]
CCOP(=O)(OCC)C(Nc1ccc(F)cc1)c1ccccc1 (configuration not stated)	8%	nt	0%	0.2%	-4%	nt	nt
Cc1onc(-c2ccccc2)c1C(=O)NC(=S)NNC(=O)c1ccc(O)cc1	?	-1%	-3%	-1.9%	-17%	-11%	-2%
COc1ccc(NC(=O)c2[nH]c(C)c(C(C)=O)c2C)cc1S(=O)(=O)N1CCOCC1	-4%	-2%	-6%	0.0%	6%	?	4%
COc1ccccc1/C=C/C(=O)N1CCC(c2ccccc2)C1 (configuration not stated)	4%	-2%	4%	-0.9%	-5%	4%	10%
CCN(CC)CCNCC(=O)Nc1ccc(Oc2ccccc2)cc1	10%	nt	5%	-0.9%	4%	nt	nt
O=C(NCCO)c1cccc(S(=O)(=O)N2CCCCC2)c1	-2%	-3%	-15%	-0.7%	9%[46.1 µM]	-5%	-16%[38.3 µM]
COC(=O)c1cc(NC(=O)c2cc(C(C)(C)C)nn2Cc2ccc(F)cc2)ccc1N1CCOCC1	4%	nt	?	0.2%	-34%	nt	nt
CC1CCc2sc(C(=O)N/N=C/c3ccc(O)cc3)cc2C1 (configuration not stated)	3%	nt	2%	1.1%	35%	nt	nt
CC(=O)c1cccc(NC(=O)C(OC(=O)c2ccccc2NS(=O)(=O)c2cccs2)c2ccccc2)c1 (configuration not stated)	9%	1%	-14%	-1.6%	-12%	-17%	0%
O=c1[nH]c(NNC(=S)NC2CCCCC2)nc2c1C1(CCCC1)Cc1ccccc1-2	10%	nt	0%	4.5%	?	nt	nt
CN[C@H](CC(=O)O)C(=O)O	11%	-3%&4%	11%&4%&5%	-1.2%&1.1%&-1.1%	-2%[46.1 µM]	-19%	5%&-3%&-6%
COc1ccccc1C(CC(=O)Nc1ccc(C)c(C)c1)c1ccc(OC(C)C)cc1 (configuration not stated)	7%	nt	-16%	-0.9%	-21%[46.1 µM]	?	nt
New compounds follow.
SMILES	CBFb RUNX1 block	Luc counter	GLA spleen mod	Epigenetic derep	NPSR antagonist	Lamin A splicing	IMPase Li cell
COc1cccc(Sc2cc(N3CCOCC3)nc(-c3ccccc3)n2)c1	5%	-2%	-6%	0.0%	-29%[46.1 µM]	-7%	7%[38.3 µM]
N#Cc1ccsc1NC(=O)CN1CCCCC1	-1%	0%	5%	-4.6%	-1%[46.1 µM]	-5%	-1%[38.3 µM]
CCC(=O)c1c(NCCc2ccccc2)cc(C)oc1=O	-2%	-3%	4%	0.0%	-18%	-20%[46 µM]	12%
COCCNC(=O)Cn1cc(S(=O)(=O)N2CCN(c3ccccc3F)CC2)c2ccccc2c1=O	?	-1%	1%	-1.4%	4%	6%[46 µM]	2%
COCCNC(=O)C(c1ccc(OC)cc1)N(C(=O)Cn1nnc2ccccc21)c1cccnc1 (configuration not stated)	2%	1%	-4%	-1.1%	-19%	nt	3%
S=C(NNc1nc(Nc2ccccc2)nc(N2CCCCC2)n1)NC1CCCCC1	-16%	-2%	3%	-4.4%	-30%	7%[9.22 µM]	10%
CC(=O)Nc1ccc(N=Nc2ccccc2)cc1	-13%	1%	-3%	0.0%	-3%	-4%	-1%
Cc1ccc(NC(=O)C2=C(O)CCn3c2nc2ccccc23)cc1	-9%	-4%	1%	-4.5%	-6%[46.1 µM]	20%	-4%[38.3 µM]
Cc1cc(Oc2ccc(=O)n(C)n2)nc(Oc2ccc(=O)[nH]n2)n1	3%	nt	-6%	-5.2%	-1%[46.1 µM]	3%	nt
BrC(=C\c1ccccc1)/C=N/N1CCN(c2ccccc2)CC1	-2%	-6%	0%	-0.3%	-37%	nt	19%
Clc1ccc(COn2nnc3ccccc32)c(Cl)c1	10%	-1%	-1%	-0.7%	-12%[46.1 µM]	13%	-6%[38.3 µM]
CCOC(=O)Cc1csc(NC(=O)c2ccco2)n1	15%	-4%	26%	-1.1%	-10%[46.1 µM]	5%	1%[38.3 µM]
Cc1nc(N2CCN(c3ccccc3)CC2)nc2c1C(=O)CC(C)C2 (configuration not stated)	2%	1%	8%	-0.7%	-23%[46.1 µM]	5%	-8%[38.3 µM]
CCCCn1c(C(C)NC(=O)c2cccs2)nc2ccccc21 (configuration not stated)	0%	8%	3%	-0.9%	-18%[46.1 µM]	-6%	-1%
O=C(Oc1cccnc1)c1ccc(Cl)cc1	10%	nt	-5%	1.7%	-3%[46.1 µM]	-1%	nt
Cc1ccc(NC(=O)COc2ccc(/C=C3/SC(=Nc4ccccc4)N(Cc4cccnc4)C3=O)cc2)cc1	-2%	2%	0%	3.9%	-12%[46.1 µM]	11%	8%[38.3 µM]
COCCCNC(=O)CCn1c(=O)c2ccccc2n(CC(=O)NCCC2=CCCCC2)c1=O	9%	1%	-3%	1.2%	13%	nt	14%
O=C(Nc1ccncc1)c1ccc2ccccc2c1	7%	-1%	1%	0.1%	-16%	nt	-5%
COc1ccc(OCCn2cc(/C=C(\C#N)C(=O)NCc3ccco3)c3ccccc32)cc1	-19%	4%	5%	1.6%	4%	-4%	7%
CCc1ccc(OCCOCC(O)CNC(C)(C)C)cc1 (configuration not stated)	9%	-1%	4%	0.0%	15%	?	-1%
O=C(COC(=O)c1ccc(NS(=O)(=O)c2ccc3c(c2)OCCO3)cc1)NCC1CCCO1 (configuration not stated)	9%	-1%	-4%	0.0%	-5%[46.1 µM]	2%	6%[38.3 µM]
CCOC(=O)c1oc2ccc(Cl)cc2c1NC(C)=O	13%	6%	-2%	2.5%	4%	13%[46 µM]	6%
O=C(COc1ccccc1Cl)c1ccc[nH]1	?	-5%	-7%	3.3%	6%	nt	-2%
CN1CCN(CCCCOc2ccccc2-c2ccccc2)CC1	?	4%	2%	-1.9%	-3%	nt	10%
CCOC(=O)c1sc2ncnc(N3CCN(CC)CC3)c2c1C	1%	-1%	-6%	15%	12%	nt	-1%
Remaining list, next part
SMILES	CBFb RUNX1 block	Luc counter	GLA spleen mod	Epigenetic derep	NPSR antagonist	Lamin A splicing	IMPase Li cell
CC(C)NC(=O)Cn1nc(C(F)(F)F)c2c1CCC2	8%	0%	-4%	-1.0%	-4%[46.1 µM]	-11%	-4%
COc1ccc(-n2c(SCc3nnc(-c4ccccc4)o3)nnc2-c2ccccc2)cc1	-1%	-1%	-11%	1.1%	?	8%	5%[38.3 µM]
Cc1ccn2c(NC3CCCC3)c(-c3ccccn3)nc2c1	?	2%	7%	0.2%	-53%	?	3%
COc1ccc2[nH]cc(CCNc3ncnc4ccc(-c5cccc(C#N)c5)cc34)c2c1	nt	nt	-1%	nt	nt	?	11%
Cc1cccc(-n2ncc3c(N(CCO)CCO)ncnc32)c1	-1%	-1%	-7%	0.0%	2%[46.1 µM]	?	5%
CCOC(=O)N1CCC(NC(=O)c2cc(S(=O)(=O)N3CCCCC3)ccc2F)CC1	8%	3%	1%	7.8%	-7%	7%[9.22 µM]	6%
COc1ccc2c(c1)CCc1c(C(=O)Nc3cc(C)n(Cc4ccc(Cl)cc4)n3)noc1-2	2%	3%	9%	18%	-22%[46.1 µM]	-7%	-1%[38.3 µM]
O=C(NCc1cccs1)Nc1cc(Cl)ccc1Cl	0%	1%	4%	4.3%	-13%	?	5%
COc1ccc(C2(C(F)(F)F)NC(=O)N(C)C(=O)N2C)cc1 (configuration not stated)	9%	-2%	17%	-1.0%	7%[46.1 µM]	2%	7%[38.3 µM]
O=C(c1ccco1)n1nc(-c2ccco2)nc1SCc1ccccc1	4%	0%	5%	-5.1%	4%[46.1 µM]	15%	20%[38.3 µM]
COc1ccc(N(CC(=O)N2CCN(c3ccccc3F)CC2)S(=O)(=O)c2c(C)n[nH]c2C)cc1	-4%	-1%	6%	-0.1%&0.4%	-37%	nt	14%
COc1cc(SC)ccc1C(=O)Nc1ccc(Br)cn1	14%	nt	3%	-0.3%	31%	nt	nt

Bioassay records (PubChem BioAssay)
